AMA1 RON2 block – qHTS for Inhibitors of AMA1-RON; Towards Development of Antimalarial Drug Lead: Primary Screen | AlphaScreen AMA1-biotinylated RON2 peptide binding | Potency, µM (top dose mostly 58.2 µM), inactives show top-dose activity change, negative = inhibition, usual class: inhibitors | 0.2% of 360,000 active | AID 720542, 2013; active means well fitted inhibition curve with a large enough effect; inconclusive means small, poorly fitted or top-dose-only effect; inactive means no such curve, though single readings can be large or run the other way;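 further: potency means the concentration at half of the fitted maximal effect; 0% = vehicle wells and -100% = peptide control; nearly all actives have a fitted effect of over 45% in size; some results filed as inactive show a strong effect at the top dose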
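AMA1 (3D7) with his tag at 25 nM final met compounds first, then biotinylated RON2 peptide at 25 nM; detection used donor plus acceptor beads, 10 µg/mL apiece, read by AlphaScreen after 30 min at room temperature.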
HCMV inh – qHTS Assay for inhibitors of the human cytomegalovirus (HCMV) | AID 1259415, 2018 | activity change, negative = inhibition, % at 57.5 µM | 4.5% of 410,000 active | HFF cells, HCMV-luciferase reporter, 72 h; stronger effect = lower value; in the data active means activity change below about -60%; inconclusive means no clear call, values can overlap the other calls; inactive means above about -39%
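After 16 h attachment at 37C, HFF cells received test compound and HCMV-luciferase (1 PFU/cell); reporter luminescence read 72 h later, data normalized against buffer-only and known inhibitor Salinomycin.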
* = called active by the depositor; ? = inconclusive; [ ] = remark or other dose. Unless noted, on the % scale 0 is the no-effect control and ±100 the full control effect.

structure	AMA1 RON2 block	HCMV inh
CCCNC(=O)C1(C)CCCN(C(=O)C2(c3ccc(Cl)cc3)CCCC2)C1 (stereo not given)	9%	-6
CCCCNC(=O)C1(C)CCN1C(=O)c1ccc2ccccc2n1 (stereo not given)	-3%	63
CN(Cc1ccccc1)C(=O)c1ccc(NC(=O)Cc2ccc(NC(=O)C3CCCN(C(=O)C4CCC4)C3)cc2)cc1 (stereo not given)	-12%	-15
O=C(O)/C(=C\c1ccccc1)c1ccc2ccccc2c1	-10%	-22
Cc1cccc(OC(C)C(=O)Nc2nc(-c3cccnc3)cs2)c1 (stereo not given)	2%	-7
O=C(NCc1cccc(Br)c1)C1CC(c2cc(C(F)(F)F)cc(C(F)(F)F)c2)=NO1 (stereo not given)	-1%	6
COc1ccc(S(=O)(=O)N2CCCCC2)cc1C(=O)N1CCCCCC1	-2%	48
CCOC(=O)CNC(=O)N1Cc2cc(-c3ccccc3)ccc2-n2nncc2C1	-7%	16
O=C(NCCN1CCC(n2c(=O)[nH]c3ccccc32)CC1)C(c1ccccc1)c1ccccc1	-16%	?
CC(C)(C(=O)N1CCC1(C)C(=O)NS(=O)(=O)c1ccccc1Cl)c1ccccc1 (stereo not given)	-2%	-4
CC(C)C[C@@H](CN1CCC[C@@H]1CN1C(=O)C(=O)NC[C@@H]1Cc1ccccc1)N1C[C@H](Cc2ccc(O)cc2)N(CCc2ccccc2)C(=O)C1=O	10%	-22
CCCN(CC(=O)Nc1ccccc1C)C(=O)c1cnc(C)cn1	0%	-3
CCCNC(=O)C1(C)CCCN(Cc2c3ccccc3nn2C)C1 (stereo not given)	0%	-20
N#Cc1cc2cc(Cl)ccc2[nH]c1=O	0%	-14
CC(C(=O)NC(C)(C)C)n1c(-c2ccc3c(c2)OCO3)nc2ccccc21 (stereo not given)	-5%	15
Cn1ncc2c(N)nc(NCCO)nc21	4%	-19
COC(OC)C1(CCc2ccccc2)NC(=O)NC1=O (stereo not given)	-9%	-24
CC(C)CNC(=O)c1cccc2c(-c3cccc(C(N)=O)c3)coc12	-1%	23
COC(=O)[C@@]12C[C@@H](CC(=O)NCc3cccc4ccccc34)C(=O)N(Cc3ccccc3)C1=CCC(C)(C)C2	-15%	-33
COc1ccc(/C=C2/SC(=O)N(CCNC(=O)C3CC(=O)N(Cc4ccccc4)C3)C2=O)cc1 (stereo not given)	-3%	?
CC1(C(=O)NS(C)(=O)=O)CCN1C(=O)Cc1ccc(Cl)cc1Cl (stereo not given)	3%	-9
CCc1cc(-c2nnn(CCC3COCCO3)c2CC)cc(CC)c1-c1cn(Cc2ccc3ccccc3c2)nn1 (stereo not given)	-4%	-67*
COC(=O)C1=C(c2ccc(OCc3ccccc3)cc2)C[C@@H]2CC[C@H]1N2C(=O)NCc1ccccc1C(F)(F)F	1%	-31
O=C(O)c1ccccc1C1c2ccccc2Oc2ccccc21	4%	-3
N#Cc1ccc(S(=O)(=O)N2CCCCC2c2cc(C(=O)N3CCOCC3)no2)cc1 (stereo not given)	-6%	3
Nc1nc2c(ncn2[C@@H]2O[C@H](CNC(=O)[C@H](N)Cc3cncn3COCc3ccccc3)[C@@H](O)[C@H]2O)c(=O)[nH]1	12%	-12
Cc1cc(C)n2c(SCC(=O)N(CCC#N)c3ccc4c(c3)OCCO4)nnc2n1	-4%	0
O=C(O)c1ccc(SCc2ccccc2)nc1	0%	35
COc1ccc(C2=Nc3ccccc3N(C(=O)Cc3cc(OC)cc(OC)c3)C2C(=O)NC(C)C)cc1 (stereo not given)	-4%	82
COC[C@H]1OC(=O)c2coc3c2[C@@]1(C)C1=C(C3=O)[C@@H]2CCC(=O)[C@@]2(C)C[C@H]1OC(C)=O	-16%	?
COc1ccc(CNC(=O)c2cc(S(=O)(=O)N3CCCCC3)ccc2N2CCOCC2)cc1OC	-7%	-4
COc1cccc(CNC[C@H]2O[C@@H](n3ccc(N)nc3=O)[C@H](O)[C@@H]2O)c1OCc1ccc(F)cc1Cl	0%	-5
O=C(OC12CC3CC(CC(C3)C1)C2)c1ccc(NCc2cc(O)ccc2O)cc1	-17%	-100*
c1csc(Cc2nc(-c3ccc(-n4cccc4)cc3)no2)c1	8%	-20
CC[C@@H]1Cc2[nH]c(=O)[nH]c(=O)c2[C@H](c2ccc(Cl)cc2)O1	2%	-2
CC1(C(=O)NCc2cccc(C(F)(F)F)c2)CCN1Cc1ccc(-c2ccccc2)o1 (stereo not given)	-4%	3

Three records drawn at random from those above:
structure	AMA1 RON2 block	HCMV inh
CC[C@@H]1Cc2[nH]c(=O)[nH]c(=O)c2[C@H](c2ccc(Cl)cc2)O1	2%	-2
CCCN(CC(=O)Nc1ccccc1C)C(=O)c1cnc(C)cn1	0%	-3
COc1ccc(CNC(=O)c2cc(S(=O)(=O)N3CCCCC3)ccc2N2CCOCC2)cc1OC	-7%	-4

Shown as labelled records: part of the list above.
c1csc(Cc2nc(-c3ccc(-n4cccc4)cc3)no2)c1
  AMA1 RON2 block = 8%
  HCMV inh = -20

COc1ccc(CNC(=O)c2cc(S(=O)(=O)N3CCCCC3)ccc2N2CCOCC2)cc1OC
  AMA1 RON2 block = -7%
  HCMV inh = -4

Cc1cc(C)n2c(SCC(=O)N(CCC#N)c3ccc4c(c3)OCCO4)nnc2n1
  AMA1 RON2 block = -4%
  HCMV inh = 0

Continuation.
structure	AMA1 RON2 block	HCMV inh
CCOC(=O)[C@]12CCC=C1N(Cc1cccc3ccccc13)C(=O)[C@H](CC(=O)NCc1cccs1)C2	-14%	10
O=c1[nH]c(-c2ccccc2)ncc1Oc1ccccc1	-9%	-16
Cc1ccc(S(=O)(=O)CCC(=O)OCC(=O)Nc2cc(S(=O)(=O)N3CCOCC3)ccc2Cl)cc1	-1%	-7
C=CCc1ccccc1OCC(O)CN1CCOCC1 (stereo not given)	-20%	25
FC(F)(F)c1cccc(CC2CN(Cc3ccccc3)Cc3ccccc3N2c2cc(Cl)cc(Cl)c2)c1 (stereo not given)	-8%	-98*
CCC(CCNC(=O)c1ccccc1)(CCNC(=O)c1ccccc1)[N+](=O)[O-]	-7%	-12
O=C1NC[C@H](CCCCN2CCN(CCc3ccc(O)cc3)C(=O)C2=O)N(CCC2CCCCC2)C1=O	1%	-4
COC(=O)C1=C(C(=O)OC)C2OC1c1cc3ccccc3cc12	4%	-19
COc1ccc(C)cc1NC(=O)c1nc2nc(C)cc(C)n2n1	3%	63
CC1(Cc2ccccc2OC(F)(F)F)C(=O)Nc2ccc(S(=O)(=O)NC3CCCCC3)cc21 (stereo not given)	-6%	-18
CCc1nc2ccccc2c(=O)n1/N=C/c1ccc(Cl)cc1	2%	-9
CC1(C(=O)O)CCCN1C(=O)c1ccc(Cl)cc1Cl (stereo not given)	3%	16
COc1ccc(NC(=O)CSc2nnnn2-c2cccc(OC)c2)cc1	-6%	-24
O=C(O)C1C2CC(C(Br)C2Br)C1C(=O)O (stereo not given)	10%	-30
COCCNc1nc2cc(-c3ccsc3)sc2c(=O)n1C	2%	45
CCOC(=O)[C@]12Cc3cc(OC)ccc3[C@H]1N(C)C(=O)c1ccccc12	1%	34
Cn1nccc1C(=O)Nc1cc(Cl)ccc1Cl	2%	122
O=C(CN1CCN(Cc2ccccc2)CC1)Nc1cccc(Cl)c1Cl	3%	-18
Nc1ccccc1-c1ccn[nH]1	43%[activator]	5
CCCc1nc2ccc(Br)cn2c1Cc1ccccc1	-7%	-20
NS(=O)(=O)c1ccc(NC(=S)Nc2ccc(S(=O)(=O)Nc3nccs3)cc2)cc1	-3%	-3
O=C(c1ccccc1)C(Cc1ccccc1)N1CCOCC1 (stereo not given)	6%	19
COc1cc(Nc2ccn3nc(-c4ccc(F)cc4)cc3n2)cc(OC)c1OC	18%	39
CC(N)c1csc(Nc2ccc(C(=O)NCCO)cc2)n1 (stereo not given)	91%[activator]	18
Cc1ccc(F)c(S(=O)(=O)NC(=O)C2(C)CCN2C(=O)C/C=C/c2ccccc2)c1 (stereo not given)	4%	-25
CC1=C(C(=O)N(C)C)CC(CC(=O)NC2CCCCC2)C(=O)N1CCC1=CCCCC1 (stereo not given)	-4%	60
CC(=O)N(C(C)=O)c1cccc(N(Cc2ccccc2)Cc2ccccc2)c1	-7%	5
O=c1[nH][nH]c2c1[C@H](C1CCCC1)O[C@H](CCc1ccccc1)C2	66%[activator]	-20
CC(C)(C)N(Cc1ccc2c(c1)OCO2)C(=O)/C=C\S(=O)c1ccccc1 (stereo not given)	-10%	-29
COC(=O)[C@H]1C[C@@]2(O)CN(S(=O)(=O)c3ccc(C)cc3)C[C@@]2(OC(=O)NCc2ccc(OC)c(OC)c2)C[C@H]1C(=O)OC	7%	-18
CCOC(=O)[C@]12CCC=C1N(CCC1=CCCCC1)C(=O)[C@H](CC(=O)N1CCC(c3ccccc3)CC1)C2	-8%	-17
COc1cccc(Nc2nc(CN)cs2)n1	71%[activator]	-12
CC(=O)OC1(C(C)=O)CCC2C3CC4OC45CC(O)CCC5(C)C3CCC21C (stereo not given)	17%	-26
O=C(NCc1cccs1)c1ccc2nc([C@@H]3O[C@H](CO)[C@H](O)[C@H](O)[C@H]3O)[nH]c2c1	-5%	2
[O-][N+](=Cc1c(Cl)cccc1Cl)CC1(O)CCCCC1	-3%	-15
OC(c1ccccc1)(c1nc(/C=C/c2ccccc2)cs1)C(F)(F)F (stereo not given)	7%	-61*
CN(C(=O)c1cccc(NC(=O)Cc2cccc(NC(=O)C3CCN(C(=O)C4CC4)CC3)c2)c1)C1CC1	3%	7
CC(=O)Oc1cc2c(c3ccccc13)CCC2=O	3%	13
CN(C)c1nc(N)nc(CSc2nnnn2-c2ccc(Cl)cc2)n1	-11%	0
N#Cc1cccc(NC(=O)c2cc(C3CCCCN3S(=O)(=O)c3ccccc3)on2)c1 (stereo not given)	-2%	18
COc1cc(CCC(=O)Nc2cc(S(=O)(=O)N3CCOCC3)ccc2OC(C)C)cc(OC)c1OC	0%	27
CCOC(=O)C1(c2ccccc2)CCN(CCC(C#N)(c2ccccc2)c2ccccc2)CC1	-20%	-86*
C[N+](C)(C)CCNC(=O)c1c[nH]c2ccccc12	-2%	14
COc1ccccc1S(=O)(=O)N(C)C[C@@H]1OCc2cnnn2CCCC(=O)N([C@H](C)CO)C[C@H]1C	-1%	-11
COc1ccc2oc(-c3ccncc3)cc(=O)c2c1	-6%	-13
CC(C)C(C=Cc1ccccc1)=NNS(=O)(=O)c1ccccc1	-8%	-37
CCOc1ccccc1OCC(=O)NC1CCSc2ccccc21 (stereo not given)	-1%	-5
COc1cccc(N=NC2C(=O)N(C(N)=S)N=C2C)c1 (stereo not given)	41%[activator]	30
CCOc1ccccc1C=NN1CCCCCC1	?	-6
O=C(Cn1cc(COc2ccc3ccccc3c2)nn1)NS(=O)(=O)c1cccc(OC(F)F)c1	2%	-26
COc1cccc(Nc2ncnc3ccc(Br)cc23)c1	15%	?
CCN(CCO)C(=O)c1ccc2nc(Cc3ccc(OC)cc3)oc2c1	-1%	23
ClCCN1CCSCC1	11%	?
Cc1ccc2ccccc2c1C(O)c1ncc(-c2ccccc2F)[nH]1 (stereo not given)	12%	20
COc1ccccc1Cc1c(C2CCCCC2)nc2ccc(C)cn12	0%	-10
Cc1cc(C)c(C(=O)c2ccccc2)c(C)c1	14%	0
C[C@@H]1CN([C@H](C)CO)C(=O)CCCn2cc(nn2)CO[C@H]1CN(C)S(=O)(=O)c1cccc(C#N)c1	-7%	14
CCOc1ccc(NC(=O)c2cccc(S(=O)(=O)NCc3cccnc3)c2)cc1	-1%	14
C[C@H]1CN([C@@H](C)CO)S(=O)(=O)c2ccc(Br)cc2O[C@H]1CN(C)C(=O)c1cnccn1	28%	17
O=C1c2c(-c3ccc(Br)cc3)noc2CCN1Cc1cn(-c2ccc(Cl)cc2)nn1	-17%	-27

(continued)
structure	AMA1 RON2 block	HCMV inh
Cc1ccc(OC(C)C(=O)N2CCN(c3ccccn3)CC2)cc1 (stereo not given)	10%	0
CN(C)C(=S)N=c1ssc(=S)n1Cc1ccco1	0%	-39
NC(Cc1ccc(C(F)(F)F)cc1)c1csc(NC(=O)Nc2ccccc2Oc2ccccc2)n1 (stereo not given)	82%[activator]	-102*
C[C@H]1CN([C@@H](C)CO)C(=O)CCCn2nncc2CO[C@H]1CN(C)S(=O)(=O)c1ccccc1	-4%	-11
CCOC(=O)C1=NNC(C(=O)O)C1c1ccccc1 (stereo not given)	-5%	8
CCOC(=O)[C@]12CCCC=C1N(Cc1ccccc1)C(=O)[C@H](CC(=O)NCc1ccc(OC)c(OC)c1)C2	-10%	-3
NC1=NC(c2ccccc2)CC(=O)N1 (stereo not given)	-3%	-39
COCC#Cc1ccc2c(c1)O[C@@H](CN(C)S(=O)(=O)c1cccc(F)c1)[C@@H](C)CN([C@H](C)CO)S2(=O)=O	-2%	-19

Screening data: PubChem BioAssay, National Center for Advancing Translational Sciences (NCATS)

An excerpt (hit frequency here may not be typical).
